# Screening data as filed in PubChem BioAssay.
# NPSR antagonist: blocks cAMP signaling of the human neuropeptide S receptor. Q6W5P4. CHO-NPSR cells, cAMP TR-FRET, antagonist mode. Potency, µM (series often up to 38.3 µM), for inactives: at the highest dose activity change, negative = inhibition, usual class: inhibitors. hit rate 1% among 220,000. AID 1461; also: potency is read from the fitted curve at half-maximal effect; % is scaled to controls: 0 for no effect and ±100 for the full control effect; nearly all actives have a fitted effect of over 50% in size; many of its hits are not listed in these tables
# Target sequence (Q6W5P4 whole entry, looked up): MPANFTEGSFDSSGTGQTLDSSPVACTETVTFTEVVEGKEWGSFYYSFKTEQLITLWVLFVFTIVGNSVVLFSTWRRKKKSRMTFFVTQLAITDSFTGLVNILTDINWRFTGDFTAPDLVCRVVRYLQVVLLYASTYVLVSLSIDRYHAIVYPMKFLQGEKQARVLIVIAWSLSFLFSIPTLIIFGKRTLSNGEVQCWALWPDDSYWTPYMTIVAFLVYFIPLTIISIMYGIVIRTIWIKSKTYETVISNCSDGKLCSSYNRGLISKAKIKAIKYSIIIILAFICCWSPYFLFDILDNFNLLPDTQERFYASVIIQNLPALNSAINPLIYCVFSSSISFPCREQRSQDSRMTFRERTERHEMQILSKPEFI
# Epigenetic reg: epigenetic control regulation, reporter derepression | hit rate 0.2% among 280,000 | murine LDR cells, GFP reporter derepression, 30 h | Potency, µM (series often up to 53.9 µM), without a hit: top-dose GFP activation, usual class: activators | AID 1865; also: potency is read from the fitted curve at half-maximal effect; % of control where 0% means no effect; nearly all actives have a fitted effect of over 60% in size
#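 GFP-positive cell count by laser-scanning cytometry (objects 20–120 um) after 30 h, 37 C compound exposure of murine LDR cells; reporter is CMV-GFP integrated at a silenced locus, inducible by HDAC or DNMT inhibitors.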
# IMPase Li cell: IMPase inhibition in cells with lithium potentiation; Potency, µM (series often up to 59.4 µM), inactives show at the top dose activity, negative = IMPase inhibition, actives largely listed as inhibitors; hit rate 0.35% among 210,000; CHO-M1 cells, IP1 TR-FRET (IP-One), carbachol + lithium;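 also: IP1 builds up when IMPase is blocked and the TR-FRET signal falls; potency is read from the fitted curve at half-maximal effect; plate controls were basal vehicle for no effect and high inhibitor control for full effect; nearly all actives have a fitted effect of over 50% in size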
#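 Lithium-sensitised IP1 accumulation assay; M1-expressing CHO cells treated 30 min at 37C with compound. Competitive antibody detection by time-resolved FRET followed a 10 min room-temperature lysis step.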
# L3MBTL1 inh: inhibitors of human L3MBTL1. Q9Y468. AlphaScreen L3MBTL1–H3K9me1 peptide binding. Potency, µM (series often up to 57.1 µM), without a hit: top-dose activity, negative = inhibition, hits mostly inhibitors. hit rate 0.66% among 230,000. AID 485360; also: potency is read from the fitted curve at half-maximal effect; % is scaled to controls: 0 for no effect and ±100 for the full control effect; nearly all actives have a fitted effect of over 60% in size
#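 AlphaScreen proximity signal between nickel-chelate acceptor and streptavidin donor beads (final 10 ug/mL) reports binding of 50 nM L3MBTL1 to 75 nM biotin-H3 K9me1 peptide; complex incubated with compounds 30 min at room temperature; cefsulodin titration as control.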
# KinaseGlo FLuc: blocks Kinase-Glo luciferase, a counter-screen artifact | Q27757 | Kinase-Glo luciferase, ATP luminescence, 8 min | hit rate 0.28% among 200,000 | Potency, µM (top dose mostly 38.3 µM), for inactives: top-dose activity change, negative = inhibition, usual class: inhibitors | AID 1379; also: potency is read from the fitted curve at half-maximal effect; % is scaled to controls: 0 for no effect and ±100 for the full control effect; nearly all actives have a fitted effect of over 60% in size
#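 Luminescence was the read-out, taken after 8-minute incubation at ambient temperature. Luciferase turned over luciferin with 10 uM ATP in imidazole pH 7.2 buffer containing KCl, MgCl2, Tween 20 and BSA.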
# CBFb-RUNX1 inh: inhibitors of human CBF-beta and RUNX1 interaction; Potency, µM (series often up to 59.8 µM), for the others: at the top dose activity, negative = inhibition, usual class: inhibitors; AlphaScreen CBFb-His/RUNX1-biotin binding, biochemical; 230,000 tested, under 10 active; also: % of control where 0% means no effect
# Target sequence (Q01196 whole entry, looked up): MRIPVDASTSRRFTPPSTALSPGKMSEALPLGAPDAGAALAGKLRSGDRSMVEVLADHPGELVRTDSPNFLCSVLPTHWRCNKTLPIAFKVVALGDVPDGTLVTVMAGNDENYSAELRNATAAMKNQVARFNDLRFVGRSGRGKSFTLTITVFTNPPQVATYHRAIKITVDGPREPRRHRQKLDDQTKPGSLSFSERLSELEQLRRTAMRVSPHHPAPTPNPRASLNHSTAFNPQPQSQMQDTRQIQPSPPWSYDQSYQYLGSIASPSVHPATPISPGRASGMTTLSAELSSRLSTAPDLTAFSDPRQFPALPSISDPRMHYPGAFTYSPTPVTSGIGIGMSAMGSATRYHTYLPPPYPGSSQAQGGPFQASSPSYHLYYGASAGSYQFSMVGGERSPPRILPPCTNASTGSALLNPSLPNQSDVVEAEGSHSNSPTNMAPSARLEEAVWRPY
# Target sequence (Q13951 whole entry, looked up): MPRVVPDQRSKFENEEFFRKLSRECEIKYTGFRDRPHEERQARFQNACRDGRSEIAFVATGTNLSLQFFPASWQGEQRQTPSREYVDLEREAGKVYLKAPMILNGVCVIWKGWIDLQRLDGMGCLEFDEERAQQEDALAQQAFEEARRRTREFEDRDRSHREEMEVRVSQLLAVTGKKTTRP
#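 Inhibition was taken as any reduction in AlphaScreen signal from the CBF-beta–RUNX1 pair (His and biotin tags, 30 nM each), measured after compound (15 min) and bead (90 min) incubations at room temperature.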
# HttQ103 aggreg: reduces HttQ103-GFP aggregates in PC12 cells; PC12 HttQ103-GFP aggregates, Acumen cytometry, 40 h; Potency, µM (titrated, usually from 46.1 µM), for inactives: at the top dose activity change, negative = inhibition, most hits filed as inhibitors; hit rate 1.1% among 220,000; AID 1688; also: potency is read from the fitted curve at half-maximal effect; % is scaled to controls: 0 for no effect and ±100 for the full control effect; nearly all actives have a fitted effect of over 60% in size
#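 PC12 cells stably carrying ecdysone-inducible HTT exon 1 Q103–GFP were induced with tebufenozide (100 nM final) and treated with library compounds in titration. GFP aggregates in lysates were counted by laser scanning cytometry.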
# * hit, by the source's call; ? = inconclusive; . = not tested or not shown; [ ] = remark or other dose. Calls follow the shape of the dose curve; as a rule, active = well fitted curve in the direction sought with a large enough effect; inconclusive = small, poorly fitted or top-dose-only effect, or another doubt; inactive = no such curve, though single readings can be large; an effect the other way counts as inactive or inconclusive. An excerpt; the hit share may differ from the screen's.
SMILES,NPSR antagonist,Epigenetic reg,IMPase Li cell,L3MBTL1 inh,KinaseGlo FLuc,CBFb-RUNX1 inh,HttQ103 aggreg
CCCCNC(=O)CCCCCNS(=O)(=O)c1ccc(Br)cc1,-6.1%,5.2%,-4.8%,.,0.6%,-2.8%,-27.5%
COc1c(Cl)cccc1-c1cn2ccc(C)cc2n1,-22.4%,0.0%,.,-13.5%,.,-2.1%,-3.7%[9.22 µM]
O=C1Nc2ccc(F)cc2C12Nc1ccccc1-c1nnc(SCc3ccccc3Cl)nc1O2 (configuration not stated),-4.2%[46.1 µM],-0.6%,-3.1%[38.3 µM],-11.2%,-7.4%,-7.9%,7.7%
CCNC(=O)NC(=O)C(C)OC(=O)c1oc2ccccc2c1CSC1CCCCC1 (configuration not stated),-29.2%,4.1%,-4.7%,1.9%,-4.2%,-0.6%,-2.2%
O=c1c(Br)c(Br)cnn1-c1ccccc1,10µM*,2.2%,?,-0.3%,-3.8%,2.2%,5.62µM*
CCC(NC(=O)c1ccccc1NC(=O)c1ccccc1)C(=O)NNC(=O)c1cccnc1 (configuration not stated),-12.9%,-8.2%,.,-0.8%,.,-3.1%,-15.1%[9.22 µM]
O=C(NC1(C(F)(F)F)NC(=O)N(c2ccc(F)cc2)C1=O)c1cccs1 (configuration not stated),6.7%,-2.2%,-2.8%,7.0%,1.0%,13.7%,11.5%
C=C(C)C1CC=C(C)/C(=N/NC(=O)COc2cccc(C)c2)C1 (configuration not stated),-6.0%[46.1 µM],0.0%,15.5%,1.0%,3.6%,8.4%,-12.4%
O=C(COC(=O)C1COc2ccccc2O1)NC(=O)NC1CCCCC1 (configuration not stated),-12.7%[46.1 µM],1.0%,30.2%[38.3 µM],.,-1.2%,-0.7%,-0.1%
CSc1nc(C)cc(C)c1C(N)=O,-11.1%[46.1 µM],-3.6%,-6.7%,2.4%,-1.5%,17.2%,5.2%
CCN(CC)S(=O)(=O)c1ccc(N(C)C)c(NC(=O)CC(NC(C)=O)c2ccccc2)c1 (configuration not stated),-0.6%,-5.3%,3.2%,5.0%,-0.8%,15.1%,13.4%
O=C(NCCCN1CCCC1=O)c1cc(NS(=O)(=O)c2ccc(F)cc2)cc(NS(=O)(=O)c2ccc(F)cc2)c1,-5.2%[46.1 µM],2.4%,26.6%[38.3 µM],.,-4.3%,-22.9%,-7.6%
Cc1csc(C(=O)O)c1-c1c(C)csc1C(=O)O,6.7%,-0.9%,-0.4%,16.6%,-2.2%,3.5%,-4.6%
Cc1ccc(NC(=O)CN2C(=O)NC(Cc3ccccc3)C2=O)c(Br)c1 (configuration not stated),4.7%,-0.2%,-7.5%,9.6%,2.6%,-0.1%,-2.4%
O=S(=O)(c1ccccc1)c1nc(NCc2ccccc2)sc1Cl,-8.2%,3.0%,7.5%,-9.5%,-1.3%,16.1%,-12.5%
CCCCC(CCC(=O)Nc1ccc(C(=O)OCC)cc1)C(=O)O (configuration not stated),-4.2%[46.1 µM],-2.0%,-1.7%,12.4%,0.7%,3.2%,-0.6%
O=C(c1cc2ccccc2oc1=O)N1CCN(c2ccc(N3CCOCC3)nn2)CC1,-3.7%[46.1 µM],-0.8%,34.2%[activator][38.3 µM],-3.7%,-0.5%,6.9%,1.0%
CCOC(=O)C1=C(Nc2ccccc2)OCC1=O,-8.4%[46.1 µM],-1.1%,1.9%[38.3 µM],1.5%,2.7%,6.3%,5.0%
COc1ccc(NC(=O)c2ccc(-n3cccn3)c([N+](=O)[O-])c2)cc1,-2.4%,2.1%,9.8%,-6.0%,-1.4%,-0.7%,-2.0%
Cc1ccc(NC(=O)COC(=O)[C@H](C)NC(N)=O)c(C)c1,3.3%,-1.4%,-3.0%,0.8%,2.9%,-6.3%,2.0%
O=C(CSc1nc(-c2ccccc2)c(-c2ccccc2)[nH]1)N1CCN(S(=O)(=O)c2ccccc2)CC1,-29.7%[46.1 µM],2.9%,20.7%[38.3 µM],.,-2.7%,?,-22.0%
CS(=O)(=O)N1N=C(c2ccco2)CC1c1ccc(Br)cc1 (configuration not stated),-2.1%,-1.1%,-0.3%,0.4%,0.2%,8.4%,-0.8%
CCCC1(C(=O)OCC)NC(c2ccc(N(C)C)cc2)C2C(=O)N(c3ccccc3)C(=O)C21 (configuration not stated),-9.1%[46.1 µM],-0.8%,15.5%,-13.9%,-1.4%,-13.0%,15.8%
O=C(NCc1ccncc1)c1ccc(Oc2ccccc2)cc1,3.6%,0.9%,13.2%,-3.8%,2.5%,3.6%,11.2µM*
Cc1nc2ccccc2c(=O)n1/N=C/c1cn[nH]c1-c1ccccc1,?,-2.4%,.,-5.4%,.,4.8%,22.9%[9.22 µM]
CC(C(=O)N=c1sc2ccccc2n1C)N1C(=O)C2CC=CCC2C1=O (configuration not stated),-12.6%[46.1 µM],4.1%,22.9%[38.3 µM],.,0.1%,-20.7%,?
Cn1c(CCNC(=O)c2ccco2)nc2cc(NC(=O)NC3CCCCC3)ccc21,3.9%[46.1 µM],-1.9%,23.0%[38.3 µM],.,-7.8%,3.4%,-7.3%
Cn1nc(-c2ccccc2)c2cc(C(=O)O)sc21,-15.8%,1.1%,0.6%,16.0%,-1.6%,-4.1%,-6.6%
Cc1cccc(-c2nnc(SCC#N)n2-c2cccc(Cl)c2)c1,-30.0%[46.1 µM],0.0%,17.1%,-0.1%,3.1%,-4.4%,4.1%
COc1cccc(CN(C)CC(=O)NCc2ccccc2Cl)c1OC,-1.9%,0.0%,9.2%,.,-1.5%,-6.6%,-21.7%
CN(C(=S)NC1CCCCC1)C1(c2ccccc2Cl)CCCCC1=O (configuration not stated),-24.7%[46.1 µM],0.0%,15.6%,0.1%,2.2%,3.9%,3.0%
Cc1oc(C(C)(C)C)cc1C(=O)Nc1ccc2c(c1)OCO2,27.2%,1.6%,.,-7.7%,.,-7.2%,2.8%[9.22 µM]
CCOC(=O)C1CCN(CC(=O)N2C(C)CCCC2C)CC1 (configuration not stated),8.7%[46.1 µM],-1.0%,16.9%[38.3 µM],-6.0%,-3.5%,11.9%,-0.1%
C=CCNC(=O)COc1c(C)ccc(C)c1C,5.9%,-0.1%,2.6%,3.4%[11.4 µM],3.5%,12.6%,-7.6%
Cc1ccc(N2CC(C(=O)NC3=NCCS3)CC2=O)cc1C (configuration not stated),24.6%[46.1 µM],-0.8%,1.1%,6.6%,-0.7%,-4.1%,-12.4%
CCOc1ccccc1N(C(=O)CNC(=O)c1ccco1)C(C(=O)NC(C)(C)C)c1ccncc1 (configuration not stated),1.4%[46.1 µM],-0.8%,-15.2%[38.3 µM],-6.8%,1.4%,-6.4%,-13.4%
CC(C)NC(=O)Cn1c(=O)cnc2ccccc21,2.3%,0.1%,0.6%,8.3%,0.3%,6.1%,3.0%
Clc1cccc(-c2ccnc3nc(-n4cccc4)nn23)c1,-4.7%[46.1 µM],0.0%,-10.2%[38.3 µM],1.6%,-1.7%,3.7%,-14.6%
COc1ccc(/C=C/C(=O)OCCNC(=O)c2ccncc2)cc1OC,11.0%,-1.5%,7.6%,0.2%,0.4%,17.6%,2.3%
COc1ccc(C(=O)COC(=O)CCn2nnc(-c3cccs3)n2)cc1,-8.6%[46.1 µM],0.0%,24.0%[38.3 µM],12.0%,0.6%,6.0%,-3.1%

# Whole records, quoted from the list:
# `C=CCNC(=O)COc1c(C)ccc(C)c1C` reads NPSR antagonist: 5.9%; Epigenetic reg: -0.1%; IMPase Li cell: 2.6%; L3MBTL1 inh: 3.4%[11.4 µM]; KinaseGlo FLuc: 3.5%; CBFb-RUNX1 inh: 12.6%; HttQ103 aggreg: -7.6%
# `CCOc1ccccc1N(C(=O)CNC(=O)c1ccco1)C(C(=O)NC(C)(C)C)c1ccncc1` (configuration not stated) reads NPSR antagonist: 1.4%[46.1 µM]; Epigenetic reg: -0.8%; IMPase Li cell: -15.2%[38.3 µM]; L3MBTL1 inh: -6.8%; KinaseGlo FLuc: 1.4%; CBFb-RUNX1 inh: -6.4%; HttQ103 aggreg: -13.4%

# Remaining list, next part
SMILES,NPSR antagonist,Epigenetic reg,IMPase Li cell,L3MBTL1 inh,KinaseGlo FLuc,CBFb-RUNX1 inh,HttQ103 aggreg
COc1ccc(N2CC(NC(=O)N3CCc4ccccc43)CC2=O)cc1OC (configuration not stated),-0.5%,13.3%,-7.8%,.,9.0%,-2.5%,5.3%
O=S(=O)(Nc1ncnc2scc(-c3ccc(F)cc3)c12)c1cc(F)ccc1F,-35.7%,1.5%,.,.,.,16.5%,11.4%[9.22 µM]
COc1ccccc1CNc1nc(S(=O)(=O)c2ccccc2)c(Cl)s1,-12.6%,0.0%,14.4%,-8.8%,0.3%,-8.0%,10.7%
CCCCC(=O)N(c1ccc(C)c(C)c1)C1C=CS(=O)(=O)C1 (configuration not stated),-13.5%[46.1 µM],-2.3%,0.3%[38.3 µM],0.8%,-3.8%,4.4%,16.2%
Cc1cc(-c2ccccc2)nc(N/N=C/c2ccco2)n1,-9.2%[46.1 µM],-2.3%,-12.8%[38.3 µM],-1.8%,-2.1%,-3.9%,-24.7%
COc1ccc(C(=O)OCCN2CCOCC2)cc1,-5.1%[46.1 µM],-0.8%,-0.1%,10.5%,0.5%,-3.1%,0.7%
CCOc1ccc(N2C(=O)S/C(=C\c3ccc(O)c(OCC)c3)C2=O)cc1,-10.1%,4.9%,.,1.7%,.,4.8%,-7.2%[9.22 µM]
CCOc1ccc(/C=N/Nc2nc(=O)[nH]nc2C)cc1OC,-8.6%,1.3%,10.0%,.,.,-7.2%,-11.2%
Cn1cccc/c1=N\c1cccc[n+]1C,10.4%,2.0%,.,7.2%,.,8.4%,-8.3%[9.22 µM]
COc1cccc(OC)c1C(=O)NNC(=O)c1ccccc1-n1cccc1,8.4%,-2.7%,-5.5%,-5.3%,3.6%,-0.2%,18.8%
O=C(CN(c1ccccn1)S(=O)(=O)c1ccc(F)cc1)Nc1ccc(F)cc1F,-0.1%,1.3%,4.8%,4.8%,-1.7%,-1.5%,-7.2%
COC(=O)C(NC(=O)COc1ccccc1)(Nc1nc2c(s1)CCCC2)C(F)(F)F (configuration not stated),-20.5%[46.1 µM],0.0%,12.8%,-16.5%,4.1%,20.7%,1.7%
CCC(C)Sc1nnc(CSc2nc(C)cc(C)n2)n1C (configuration not stated),9.9%,-1.4%,-0.5%,-3.0%,2.1%,-4.6%,5.2%
CCOC(=O)C1(Cc2ccccc2)CCN(Cc2cnn(CC)c2)CC1,-19.2%,-0.1%,2.4%,5.9%,.,7.8%,1.7%[9.22 µM]
